influenza NS1A – NS1A inhibition, H1N1 influenza, cell based functional assay (AID 504329). NS1A functional cell-based assay, percent inhibition; higher % means a stronger effect. inhibition, % at 12.5 µM; hits with a dose series show IC50 in µM. hit rate 0.3% among 340,000; in the data active means a potency from the dose series; inconclusive means inhibition above about 27% without an active follow-up result; further: strong numbers were not always called active
Salmonella PhoP GFP – PhoP regulon inhibitors, Salmonella typhi PhoP promoter GFP reporter, confirmatory (AID 1850); Salmonella Typhi PhoP-promoter GFP reporter, fluorescence, 4 h; higher % means a stronger effect; one-dose inhibition, % at 50 µM; IC50 in µM for titrated hits; hit rate 0.33% among 310,000; in the data active means a potency from the dose series; inconclusive means inhibition mostly from about 25% at the one dose, without a potency; inactive means the rest, 99 in 100 with inhibition below about 19%;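 further: 0% = induced wells with vehicle and 100% = uninduced wells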
tuberculosis growth – growth inhibition of non-replicating M. tuberculosis (AID 488890); Mycobacterium tuberculosis non-replicating, growth inhibition; higher % means a stronger effect; inhibition, % at 25 µM, or IC50 in µM where a hit was titrated; hit rate 0.39% among 320,000; in the data active means a potency from the dose series; inconclusive means inhibition mostly from about 82% at the one dose, without a potency; inactive means the rest, 99 in 100 with inhibition below about 76%;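 further: plate controls were DMSO cells for no effect and high antibiotic wells for full effect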
inhibitors of VEEV – inhibitors of VEEV TC-83 cytopathic effect, confirmation, Vero cells (AID 588727) | Vero cells, VEEV TC-83 cytopathic effect inhibition; higher % means a stronger effect | one-dose inhibition, % at 20 µM; IC50 in µM for titrated hits | hit rate 0.13% among 350,000; in the data active means a potency from the dose series; inconclusive means inhibition mostly from about 14% at the one dose, without a potency; inactive means the rest, 99 in 100 with inhibition below about 12%; further: strong numbers were not always called active
M. tuberculosis HTS – M. tuberculosis growth inhibition, HTS (AID 449762); M. tuberculosis H37Rv growth inhibition, 7H9 media; higher % means a stronger effect; hit rate 0.59% among 330,000; inhibition, % at 25 µM; hits with a dose series show IC50 in µM; in the data active means a potency from the dose series; inconclusive means inhibition above about 70% without an active follow-up result;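 further: bacterial growth assessed after seven days of incubation; strong numbers were not always called active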
inhibitors of VEEV 10K pilot screen – second read-out of inhibitors of VEEV, no call of its own (marks repeat the call); inhibition, %; measured here: 10K pilot screen inhibition
Starred values were filed as active, the others as inactive; i = inactive; u = inconclusive; x = not tested or not shown.

SMILES	influenza NS1A	Salmonella PhoP GFP	tuberculosis growth	inhibitors of VEEV	M. tuberculosis HTS	others
O=C1C=C(c2ccc(F)nc2)C[C@@H](c2ccc3c(c2)OCO3)C1	-3%	x	-14%	0.3%	1%
Cc1ccc(CSc2nc(N)cc(N)n2)cc1	1%	1%	30%	1.1%	65%
O=C1C(Oc2ccccc2)C(c2ccc3c(c2)OCO3)N1CCc1ccc(F)cc1 (configuration not stated)	0%	-1%	-4%	0.3%	10%	inhibitors of VEEV 10K pilot screen=1.5
COc1cccc(NC(=O)C2CCOC2=O)c1 (configuration not stated)	x	-22%	-8%	2.6%	1%
C[C@@H]1CC[C@H]2[C@@H](C)C(=O)O[C@@H]3O[C@@]4(C)CC[C@@H]1[C@]32OO4	1%	13%	-3%	0.7%	-2%
Cc1c(/C=N\NC(=O)c2ccc([N+](=O)[O-])cc2)cnn1C	-4%	-5%	4%	0.7%	-1%
CCc1nnc(NC(=O)CCC(=O)N2CCCC2)s1	2%	2%	-2%	i	0%
CCCN(C(=O)COC(=O)CCOc1ccccc1)c1c(N)n(Cc2ccccc2)c(=O)[nH]c1=O	-13%	-2%	13%	3.2%	3%
CCOC(=O)Cc1csc(NC(=O)CSc2nncn2C)n1	8%	0%	-6%	i	1%
CS(=O)(=O)c1ccccc1C(=O)Nc1cc2c(cc1C(=O)O)OCCCO2	6%	-13%	-12%	0.1%	-7%
COc1cc(S(=O)(=O)Nc2ccccc2N2CCCCC2)ccc1NC(C)=O	-4%	x	27%	1.4%	-4%
Cc1ccc2cc(C#N)c(SCC(=O)NCc3ccco3)nc2c1	-1%	-14%	32%	1.4%	2%
O=C(O)C1CC(c2ccccc2)=Nc2ccccc2S1 (configuration not stated)	-6%	4%	22%	1.3%	13%
COC(=O)c1cc(-c2ccccc2)n(CCN)c1C	-9%	3%	3%	0.2%	-2%	inhibitors of VEEV 10K pilot screen=0.3
c1ccc(C[C@H]2CN=C(Nc3ccccc3)N2CC2CCC2)cc1	-2%	1%	69%	0.1%	-1%
Cc1ccc(S(=O)(=O)N2CCCCC2)cc1NC(=O)COc1ccccc1F	-9%	10%	-1%	1.8%	9%
CC1C(=O)N2CCCc3cc(S(=O)(=O)NCc4ccc(F)cc4)cc1c32 (configuration not stated)	-5%	5%	13%	4.7%	-1%
COc1ccc(/C=C2/SC(=S)N(NS(=O)(=O)c3ccccc3)C2=O)cc1	0%	10%	29%	0.8%	9%
N#C/C(=C\c1cccs1)C(=O)N1CCOCC1	-19%	0%	2%	i	-1%
Cc1ccccc1OCCCC(=O)NC1CCCCC1	-1%	5%	17%	0.3%	8%
COc1ccc(CCNC(=O)C2CCN(S(=O)(=O)N3CCC(C)CC3)CC2)cc1OC	2%	8%	0%	4.7%	1%
O=S(=O)(NCc1ccccc1Cl)c1ccc(-n2cnnn2)cc1	-5%	0%	-12%	2.0%	6%
CC(C)CNCC(=O)N1c2ccccc2Sc2ccccc21	11%	0%	8%	3.0%	2%
Cc1cc(C(=O)CSc2nc(N)cc(=O)[nH]2)c(C)n1-c1cccc(F)c1	16%	-10%	19%	i	1%
C#CCOCCOCCOCCNc1nc(N2CCN(C(=O)[C@H](CCCCN)n3cc(CN)nn3)CC2)nc(N2CCN(C(=O)[C@H](CO)n3cc([C@@H](N)C(C)C)nn3)CC2)n1	10%	x	12%	0.5%	6%

The closing 2 records of the section before open the next one.
SMILES	influenza NS1A	Salmonella PhoP GFP	tuberculosis growth	inhibitors of VEEV	M. tuberculosis HTS	others
Cc1cc(C(=O)CSc2nc(N)cc(=O)[nH]2)c(C)n1-c1cccc(F)c1	16%	-10%	19%	i	1%
C#CCOCCOCCOCCNc1nc(N2CCN(C(=O)[C@H](CCCCN)n3cc(CN)nn3)CC2)nc(N2CCN(C(=O)[C@H](CO)n3cc([C@@H](N)C(C)C)nn3)CC2)n1	10%	x	12%	0.5%	6%
Cc1cc(NCCN2CCOCC2)n2nc(C)c(-c3ccccc3)c2n1	6%	3%	26%	7.6%	0%
O=C(Nc1ccc(Cl)cc1)C1CCCN1C(=O)NCc1ccccc1 (configuration not stated)	-3%	-20%	-8%	0.7%	2%
O=C(O)c1cccc(Cn2c(Cl)c(/C=N/Nc3ccccc3)sc2=O)c1	7%	1%	17%	1.9%	u
Cc1ccccc1OCCCCN1CCCCC1	0%	-2%	4%	0.2%	-8%
COc1ccccc1/C=C/C(=O)NCC(=O)N/N=C/c1ccc(C(=O)O)cc1	-2%	8%	-1%	4.3%	4%
CC1CCCN(CC(=O)Nc2ccc(S(=O)(=O)NC3CCCCC3)cc2)C1 (configuration not stated)	-18%	13%	4%	0.4%	1%
COc1ccccc1N(C)S(=O)(=O)c1ccc(Cl)c(C(=O)N2CCC(C(N)=O)CC2)c1	2%	7%	10%	0.7%	-3%
Cc1cc(C)cc(NC(=S)Nc2cccc3cnccc23)c1	8%	x	x	8.1%	x
O=C(Cn1nnc(-c2ccccc2NC(=O)c2ccccc2)n1)Nc1ccc2c(c1)OCCO2	-5%	6%	-3%	7.6%	27%
Cc1ccc(S(=O)(=O)/N=C2/NC(=O)/C(=C/c3ccncc3)S2)cc1	x	-7%	9%	x	-22%
COc1ccccc1-n1c(-c2ccccc2Cl)nc2ccccc2c1=O	-33%	6%	17%	6.3%	3%
CC(C(=O)Nc1ccc2c(c1)OCCO2)n1nnc(-c2ccccc2)n1 (configuration not stated)	-5%	-5%	10%	1.0%	0%
O=C(c1ccc2c(c1)OCO2)C1CCCN(Cc2ccc(OC(F)F)cc2)C1 (configuration not stated)	6%	6%	45%	2.2%	14%
CSc1ccc(/C=N/NC(=O)c2sccc2C)cc1	10%	6%	-8%	i	3%
CCCn1c(-c2ccc[nH]c2=O)nc2ccccc21	5%	7%	-4%	1.4%	3%
Cc1ccc(NC(=O)c2cc3cc(OC(F)(F)F)ccc3[nH]2)cc1	x	10%	15%	x	-4%
O=C(Cc1nc2ccccc2[nH]c1=O)c1ccc(Cl)cc1	-10%	3%	-1%	0.4%	-2%
NC(CSCc1ccccc1Cl)C(=O)O (configuration not stated)	-19%	-8%	9%	0.8%	-4%
Cc1noc(/C=C/c2ccco2)c1S(=O)(=O)N1CCC(C(=O)N2CCc3ccccc32)CC1	4%	-8%	9%	2.2%	-16%
N#Cc1cc(C#N)c(N2CCN(c3cccc(Cl)n3)CC2)nc1N	1%	-18%	37%	i	u
COc1ccc(C2=NN(CN3C(=O)C(=O)c4ccccc43)C(c3ccc(OC)cc3)C2)cc1 (configuration not stated)	8%	-8%	70%	4.4%	13%
CC1N=C(c2ccccc2)c2cc(Br)ccc2NC1=O (configuration not stated)	-1%	-5%	-6%	i	2%
N/C(=N\N=C\c1ccnc2ccccc12)SC1CC(=O)N(c2ccc(Br)cc2)C1=O (configuration not stated)	4%	2%	-4%	7.1%	-2%	inhibitors of VEEV 10K pilot screen=3.7
CCCc1nc(SCC(=O)N2CCc3ccccc3C2)c2ccccc2n1	1%	-8%	29%	11%	-1%
CCOC(=O)C1=NNC(C(=O)c2ccccc2)C1c1ccc(OC)cc1 (configuration not stated)	-3%	1%	-4%	1.7%	-1%

Continued; the last 3 above are carried over.
SMILES	influenza NS1A	Salmonella PhoP GFP	tuberculosis growth	inhibitors of VEEV	M. tuberculosis HTS	others
N/C(=N\N=C\c1ccnc2ccccc12)SC1CC(=O)N(c2ccc(Br)cc2)C1=O (configuration not stated)	4%	2%	-4%	7.1%	-2%	inhibitors of VEEV 10K pilot screen=3.7
CCCc1nc(SCC(=O)N2CCc3ccccc3C2)c2ccccc2n1	1%	-8%	29%	11%	-1%
CCOC(=O)C1=NNC(C(=O)c2ccccc2)C1c1ccc(OC)cc1 (configuration not stated)	-3%	1%	-4%	1.7%	-1%
CCOCCOC(=O)COc1ccc2c(=O)c(Oc3ccc(OC)cc3)coc2c1	-29%	-13%	u	0.1%	u
C[C@H](N)C(=O)NC[C@H]1O[C@@H](n2cnc3c(N)ncnc32)[C@H](O)[C@@H]1O	-22%	x	x	3.9%	x
Cc1ccc(NC(=O)NC(=O)c2cnccc2C(F)(F)F)c(C)c1	0%	-3%	10%	2.3%	-3%
COCCN(CCOC)S(=O)(=O)c1ccc(C(=O)Nc2nc3c(s2)CCc2ccccc2-3)cc1	-3%	-10%	5%	0.9%	1%
CN(CC12CC3CC(CC(C3)C1)C2)C(=O)c1ccco1	-5%	-4%	u	4.0%	11%
CC1CCCN(C(=O)C2(NC(=O)Nc3cccc(F)c3)CCCCC2)C1 (configuration not stated)	-2%	1%	18%	0.9%	-5%
CN(C)C1(CNC(=O)c2cc(S(=O)(=O)N3CCOCC3)c(Cl)cc2Cl)CCCCC1	-8%	5%	-4%	1.1%	-4%
CCn1c2ccccc2c2cc(NC(=O)COC(=O)Cc3cn4ccsc4n3)ccc21	-2%	x	x	6.6%	x
Cc1cccc(C(=O)N[C@H](C(=O)Nc2ccc(C)c(S(=O)(=O)N(C)C)c2)C(C)C)c1	-15%	1%	4%	1.3%	7%
COc1ccc(N2CCN(C(=O)CSc3nnc(-c4cccnc4)n3-c3ccc(F)cc3)CC2)cc1	4%	-8%	19%	0.8%	0%
CSc1ccccc1C(=O)Nc1ccc(C)cc1C	-12%	-4%	58%	i	u
O=C1CN(c2nc(-c3cccnc3)nc3sc4c(c23)CCCC4)CCN1	0%	-11%	29%	11%	7%
O=C(CSc1cc(Cl)ccc1Cl)NC1CCCc2ccccc21 (configuration not stated)	-6%	1%	-4%	1.1%	3%
CN1CCN(CCCNC(=O)c2ccc3c(c2)N(Cc2ccc(F)cc2)CCS3)CC1	1%	-15%	26%	3.9%	2%
CC(Sc1nc2sc3c(c2c(=O)n1-c1ccccc1)CCCC3)C(=O)O (configuration not stated)	8%	12%	4%	1.0%	-2%
CCOC(=O)CC1NCCc2c1[nH]c1ccc(OC)cc21 (configuration not stated)	-18%	-14%	-19%	1.5%	7%
O=[N+]([O-])c1cc(Cl)cc2c1nc(NCCO)c1ccccc12	26%	-24%	1%	12%	18%
CCOC(=O)/C(C#N)=C/c1c(N2CCN(c3cccc(Cl)c3)CC2)nc2c(C)cccn2c1=O	9%	x	x	6.1%	x
CC(=O)N1CCOc2cc(S(=O)(=O)NCc3ccc(F)cc3)c(C)cc21	2%	-18%	4%	2.5%	-12%
O=C(COc1cc(Cl)c(Cl)cc1Cl)Nc1cccc(O)c1	20%	-3%	55%	0.4%	7%
COc1ccccc1NC(=O)CCN1C(=O)/C(=C\c2cc(OC)c(OC)c(OC)c2)SC1=S	0%	2%	0%	2.3%	3%
CC(=O)N1CCN(CCN=CC2=C(O)CC(C)(C)CC2=O)CC1	-6%	-6%	-2%	1.6%	-4%
CCCNC(=O)N1[C@H]2CC[C@@H]1C(C(=O)OC)=C(c1ccc(Cl)c(C(F)(F)F)c1)C2	-4%	x	32%	6.9%	4%
O=C(Cc1ccccc1)Oc1coc(CSc2ncccn2)cc1=O	-5%	9%	3%	0.6%	7%
CCN1C(=O)N[C@@H](c2cccc(C(F)(F)F)c2)[C@H](C(C)=O)[C@H]1C	-2%	7%	-5%	0.3%	-6%	inhibitors of VEEV 10K pilot screen=0.4
O=C(Nc1ccccc1)c1cccnc1N1CCCC1	9%	-4%	-14%	0.8%	-3%
COc1ccc2c(c1OC)C(=O)OC2Nc1nc(-c2ccccc2)cs1 (configuration not stated)	-29%	-20%	29%	6.6%	4%
CCOC(=O)N1CCC(NC(=O)C(CC(C)C)NC(=O)C2CCC(C)CC2)CC1 (configuration not stated)	-5%	7%	7%	5.6%	-3%

A draw from above in order of length of the SMILES, rising.
SMILES	influenza NS1A	Salmonella PhoP GFP	tuberculosis growth	inhibitors of VEEV	M. tuberculosis HTS	others
CC(C)CNCC(=O)N1c2ccccc2Sc2ccccc21	11%	0%	8%	3.0%	2%
CC1CCCN(C(=O)C2(NC(=O)Nc3cccc(F)c3)CCCCC2)C1 (configuration not stated)	-2%	1%	18%	0.9%	-5%
O=C(O)c1cccc(Cn2c(Cl)c(/C=N/Nc3ccccc3)sc2=O)c1	7%	1%	17%	1.9%	u

Four records drawn at random from the list so far:
SMILES	influenza NS1A	Salmonella PhoP GFP	tuberculosis growth	inhibitors of VEEV	M. tuberculosis HTS	others
O=C1CN(c2nc(-c3cccnc3)nc3sc4c(c23)CCCC4)CCN1	0%	-11%	29%	11%	7%
COCCN(CCOC)S(=O)(=O)c1ccc(C(=O)Nc2nc3c(s2)CCc2ccccc2-3)cc1	-3%	-10%	5%	0.9%	1%
CC1CCCN(C(=O)C2(NC(=O)Nc3cccc(F)c3)CCCCC2)C1 (configuration not stated)	-2%	1%	18%	0.9%	-5%
COc1ccccc1NC(=O)CCN1C(=O)/C(=C\c2cc(OC)c(OC)c(OC)c2)SC1=S	0%	2%	0%	2.3%	3%

High-throughput results as filed in PubChem.

No enrichment for hits (roughly 1.4% active in at least one column).
